Screening data: PubChem, Sanford-Burnham Center for Chemical Genomics
tim23-1 inh: growth inhibitors of tim23-1 mutant yeast; 330,000 tested, 1.3% active; S. cerevisiae tim23-1 growth, BacTiter-Glo luminescence, 24 h; inhibition, % at 20 µM;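 active = growth inhibition of the mutant yeast at or above 50%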;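 note: temperature-sensitive mutant grown at 25 °C; plate controls were DMSO-treated mutant yeast for no effect and medium wells lacking yeast for full effect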
NLRP3 yeast inh: blocks the NALP3 inflammasome reconstituted in yeast; Yeast reconstituted NLRP3/ASC/caspase-1, beta-gal luminescence, 24 h; inhibition, % at 10 µM; 330,000 tested, 0.39% active; AID 2825;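 active = inhibition of 50% or more; inactive = inhibition below 50%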;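 note: plate controls were induced DMSO wells for no effect and uninduced yeast grown without galactose for full effect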
Mdm2-MdmX inh: inhibitors of human Mdm2/MdmX interaction; SaOS-2 split-luciferase Mdm2/MdmX complementation, luminescence; AID 485346; 330,000 tested, 3% active; inhibition, % at 8 µM;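 active = inhibition of at least 50% at 8 µM in the primary screen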
Target sequence (O15151 whole entry, looked up): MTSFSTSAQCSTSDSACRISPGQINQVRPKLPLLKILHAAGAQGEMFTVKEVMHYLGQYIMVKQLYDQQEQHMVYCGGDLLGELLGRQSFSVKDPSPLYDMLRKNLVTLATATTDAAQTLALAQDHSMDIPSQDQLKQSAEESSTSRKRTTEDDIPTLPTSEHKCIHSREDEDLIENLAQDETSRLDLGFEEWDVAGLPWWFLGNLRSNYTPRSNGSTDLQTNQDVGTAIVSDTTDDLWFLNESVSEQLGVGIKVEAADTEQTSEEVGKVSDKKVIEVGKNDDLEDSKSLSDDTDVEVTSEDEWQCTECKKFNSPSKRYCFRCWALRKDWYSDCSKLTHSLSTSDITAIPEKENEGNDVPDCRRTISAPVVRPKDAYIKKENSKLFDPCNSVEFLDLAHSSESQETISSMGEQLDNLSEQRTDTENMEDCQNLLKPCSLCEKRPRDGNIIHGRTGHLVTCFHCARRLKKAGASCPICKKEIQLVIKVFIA
Target sequence (Q00987 whole entry, looked up): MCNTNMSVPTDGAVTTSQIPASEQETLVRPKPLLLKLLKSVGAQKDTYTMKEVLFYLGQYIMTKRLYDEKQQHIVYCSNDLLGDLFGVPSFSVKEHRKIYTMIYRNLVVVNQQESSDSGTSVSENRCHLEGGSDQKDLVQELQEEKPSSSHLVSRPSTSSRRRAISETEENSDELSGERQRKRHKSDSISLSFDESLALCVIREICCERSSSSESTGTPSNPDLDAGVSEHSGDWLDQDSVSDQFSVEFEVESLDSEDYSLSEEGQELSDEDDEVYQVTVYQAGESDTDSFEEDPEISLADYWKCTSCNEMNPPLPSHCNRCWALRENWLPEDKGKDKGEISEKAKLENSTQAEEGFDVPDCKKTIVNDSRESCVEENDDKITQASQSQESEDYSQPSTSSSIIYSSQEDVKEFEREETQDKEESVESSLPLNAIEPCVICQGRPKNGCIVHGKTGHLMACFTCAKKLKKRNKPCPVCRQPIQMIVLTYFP
tim10-1 inh: growth inhibitors of tim10-1 mutant yeast; S. cerevisiae tim10-1 ts strain growth, BacTiter-Glo, 24 h; inhibition, % at 20 µM; 330,000 tested, 2.2% active;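 active = inhibition of at least 40%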;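 note: mutant grown at 25 °C; 0% = DMSO wells with yeast and 100% = wells holding no yeast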
TIM10 inh: TIM10 yeast growth inhibition; S. cerevisiae TIM10 strain growth, BacTiter-Glo luminescence, 24 h; inhibition, % at 10 µM; 330,000 tested, 1.4% active;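 active = inhibition of 40% or more at the single tested concentration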;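 note: wild-type TIM10 isogenic control strain grown at permissive 25 °C; 0% = DMSO yeast wells and 100% = minimal medium wells without yeast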
APJ ag: agonists of human APJ apelin receptor. P35414. CHO-K1 APJ PathHunter beta-arrestin, luminescence; 0% DMSO wells, 100% apelin. activation, % at 20 µM. 330,000 tested, 0.11% active. AID 2520;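 active = activation more than six SD over the plate average, tested at 20 µM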;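 note: 0% = DMSO alone and 100% = apelin-13 at 10 nM; some results filed as inactive read as strong as hits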
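Material: engineered CHO-K1 APJ arrestin reporter cells; amount: 1000 CHO-K1 reporter cells seeded per well; incubation: compound stimulation 90 min at 25 °C, detection 60 min; signal: luminescent beta-gal fragment complementation, chemiluminescent substrate; read-out basis: APJ agonist activity; controls: DMSO-only wells as negative, 10 nM Apelin-13 as positive control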
NR3A LBD binder: modulates the human NR3A ligand-binding domain | 340,000 tested, 2.5% active | Tm shift relative to glycine control, % at 25 µM | NR3A LBD differential scanning fluorimetry, Tm shift; 0% = protein alone, 100% = glycine-bound protein;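 active = melting temperature shift of at least 10% of the positive control shift, at one fixed dose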
CHOP UPR activ: activators of apoptotic arm of unfolded protein response (CHOP) | CHO-CHOP luciferase reporter, UPR activation, luminescence; percent of tunicamycin response over DMSO baseline | activation, % at 10 µM | 330,000 tested, 0.34% active;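 active = at 10 µM dose, activation of 40% or more, normalized to positive control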;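 note: 100% = tunicamycin at 10 µg/mL and 0% = DMSO alone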
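Assay system: CHO cells with stable CHOP pathway luciferase reporter; Buffer or medium: F12 plus 10% serum; Times: 16-18 h cell attachment, then 6 h compound exposure, 37 °C; Signal: luciferase luminescence; Read-out basis: percent activation relative to tunicamycin control; Control set: tunicamycin high control, DMSO low control.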
UPR XBP1 act: adaptive UPR (XBP1) activation; CHO-XBP1 luciferase reporter, IRE1-XBP1 UPR activation, luminescence; percent of tunicamycin response, DMSO as zero; activation, % at 20 µM; 330,000 tested, 0.33% active; AID 463104;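 active = versus positive control, 20 µM dose yields 30% or more activation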;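 note: 100% = tunicamycin at 10 µg/mL and 0% = DMSO only wells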
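Material: CHO cell line with stable XBP1 luciferase reporter; schedule: 16-18 h cell attachment at 37 °C, then 6 h compound exposure; signal: glow luminescence from Steady-Glo reagent; medium: serum-containing F12 medium, 10% FBS; benchmarks: tunicamycin 10 µg/mL and vehicle-only wells; read-out: percent activation relative to tunicamycin reference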
* = called active by the depositor.

Sample of the layout:
nr	Structure	tim23-1 inh	Mdm2-MdmX inh	TIM10 inh	UPR XBP1 act	APJ ag	tim10-1 inh	NLRP3 yeast inh	CHOP UPR activ	NR3A LBD binder
1	Cc1cc(C)c2c(CN3CCN(Cc4ccccc4)CC3)cc(=O)oc2c1	16.6	-5.4	9.0	0.0	3.3	38.3	14.4	5.6	-1.2
2	COC(=O)C1=C(C)NC(=O)NC1c1ccc([N+](=O)[O-])o1 (stereo unspecified)	6.9	11.4	5.7	0.8	3.8	5.5	-0.5	-0.6	-1.2

Results (from the top)
nr	Structure	tim23-1 inh	Mdm2-MdmX inh	TIM10 inh	UPR XBP1 act	APJ ag	tim10-1 inh	NLRP3 yeast inh	CHOP UPR activ	NR3A LBD binder
1	Cc1cc(C)c2c(CN3CCN(Cc4ccccc4)CC3)cc(=O)oc2c1	16.6	-5.4	9.0	0.0	3.3	38.3	14.4	5.6	-1.2
2	COC(=O)C1=C(C)NC(=O)NC1c1ccc([N+](=O)[O-])o1 (stereo unspecified)	6.9	11.4	5.7	0.8	3.8	5.5	-0.5	-0.6	-1.2
3	S=C(NCc1ccccc1)NCc1ccco1	10.1	24.9	-1.4	1.5	0.8	4.4	6.4	-0.3	2.2
4	CCc1ccc(OCC(O)CNC(C)(C)C)cc1 (stereo unspecified)	3.7	-1.2	-8.7	-4.7	3.6	-8.7	15.9	0.4	-0.5
5	Cc1cc(C)cc(NC(=O)COC(=O)c2cccc(S(=O)(=O)N3CCCCC3)c2)c1	33.4	-6.5	12.0	2.8	-4.2	22.9	13.6	1.8	-4.4
6	CCn1c(CC(=O)Nc2ccccc2F)nnc1SCC(=O)N1CCOCC1	-5.3	13.2	8.4	-0.5	0.3	-1.5	-0.1	0.8	3.5
7	Cc1cc(C)n(Cc2cccc(C(=O)N/N=C/c3cccnc3)c2)n1	-3.2	28.6	2.9	-0.5	0.9	-5.7	9.8	0.3	0.3
8	Cc1cccc(C)c1NC(=O)COC(=O)COc1ccc2c(C)cc(=O)oc2c1	5.7	-16.6	17.4	-2.5	-2.1	12.0	3.0	-0.6	0.8
9	Cc1noc(C)c1CSc1nnc(-c2ccccc2F)n1CCc1ccccc1	24.6	5.1	-9.2	-3.9	-0.3	20.5	2.3	1.9	-1.7
10	Cc1cccc(C(=O)OCC(=O)Nc2ccccc2C(=O)NC2CC2)c1	0.6	10.8	-3.8	0.3	-3.1	5.6	23.9	-1.9	-0.2
11	CC(=O)c1c(C)[nH]c(C(=O)OCC(=O)Nc2cccc(S(=O)(=O)N3CCCC3)c2)c1C	4.2	7.3	-3.4	0.3	-1.8	-12.1	-12.8	3.8	-23.8
12	COc1ccccc1/C=C/C=N/n1c(-c2cc(-c3ccccc3)n[nH]2)n[nH]c1=S	30.3	-26.4	19.8	5.0	-2.2	14.6	23.5	1.0	1.2
13	Cc1cc(C)n(CC(=O)n2c3c(c4ccccc42)CCCC3)n1	-9.2	15.0	13.6	-1.7	-4.2	38.7	14.9	-2.0	-0.9
14	COc1ccc(S(=O)(=O)N2CCCCCC2)cc1NC(=O)CC1OC(=O)c2ccccc21 (stereo unspecified)	14.4	-4.2	6.5	0.2	0.8	14.5	5.4	-0.5	-0.3
15	COc1ccccc1NC(=O)C(C)OC(=O)c1cc2ccccc2[nH]1 (stereo unspecified)	13.1	25.7	12.6	-0.7	-0.6	18.2	19.4	-1.8	-11.4
16	Cc1nn(C)cc1S(=O)(=O)N1CCN(c2cccc(Cl)c2)CC1	-2.1	5.7	6.2	1.5	-3.6	-13.1	9.8	1.2	0.7
17	COc1ccc(S(=O)(=O)N2CCN(C(=O)COc3ccc(C)c(C)c3)CC2)cc1OC	7.2	9.9	8.5	-4.5	3.2	-2.3	9.8	1.1	-0.3
18	Cc1ccc(N2CCN(C(=O)C3CCC(=O)N(Cc4ccc(Cl)cc4)C3)CC2)c(C)c1 (stereo unspecified)	20.0	17.6	9.8	-5.0	3.5	22.5	12.5	-0.6	1.8
19	Cc1cscn1	-5.8	21.4	-4.1	0.5	-3.8	-6.0	5.7	-1.3	-1.4
20	COc1ccccc1-c1cc(C(F)(F)F)nc(S(=O)(=O)CCCC(=O)N2CCCCC2C)n1 (stereo unspecified)	38.8	97.0*	40.6*	5.6	5.1	42.0*	-4.4	278.8*	1.7
21	CCc1ccc(OCC(=O)N(C)CCC#N)c(Br)c1	-9.9	-20.0	-11.7	0.3	-4.9	15.1	9.5	-0.8	-0.5
22	COc1ccccc1NC(=S)Nc1cccc(F)c1	0.3	27.6	12.7	-4.1	-4.2	8.6	14.5	3.0	-4.2
23	O=C(NC1CCCC1)C(c1ccncc1)N(Cc1ccccc1)C(=O)Cc1cccs1 (stereo unspecified)	15.1	23.5	13.0	-2.7	-0.5	15.2	-4.8	0.0	-16.7
24	Nc1ccccc1C(=O)NCc1ccc(Cl)cc1	9.3	11.6	-4.5	0.6	-1.7	24.7	8.6	0.8	12.0*
25	COc1ccc(CNC(=O)C2CCN(S(=O)(=O)c3c(C)noc3/C=C/N(C)C)CC2)cc1	-5.6	24.7	-0.6	-4.5	0.2	3.0	0.0	2.2	0.4
26	Cc1ccc(F)c(NC(=O)CCc2ccccc2)c1	5.5	-39.0	1.7	2.6	-1.3	23.2	-6.7	5.0	4.2
27	O=S(=O)(c1ccccc1Cl)N1CCC(O)(c2cccnc2)CC1	15.9	10.1	2.3	-0.9	-3.8	15.7	8.5	1.5	4.4
28	COc1ccccc1NS(=O)(=O)c1cc(NC(=O)c2ccc3c(c2)OCCO3)ccc1C	42.6	35.8	23.6	-1.5	4.8	30.0	-8.5	3.2	-10.3
29	N=c1c2c(-c3ccccc3)c(-c3ccccc3)n(Cc3ccccc3)c2ncn1CCCn1ccnc1	1.0	100.3*	4.9	0.4	-3.1	0.1	21.4	5.1	-3.5
30	Cc1ccccc1NC(=O)c1cccc(NC(=O)CCC(=O)O)c1	-2.4	-9.7	1.4	-3.1	2.7	-4.9	15.4	-0.6	-1.0
31	COc1ccc(Cl)cc1C(=O)NNC(=O)c1n[nH]c2ccccc12	10.4	-3.4	-5.3	3.7	-3.6	5.6	-7.7	2.2	0.1
32	CCOc1ccccc1N1CCN(C(=O)c2cccc(-c3ccc(O)cc3)c2)CC1	9.5	21.5	18.0	-1.8	1.9	0.5	14.3	0.8	-9.9
33	O=C(CCC(=O)Nc1ccccc1)NNC(=O)c1cccs1	-5.2	9.1	-16.5	-0.9	1.6	10.8	5.1	-0.4	-1.0
34	CCOC(=O)c1c(NC(=O)C2C3C=CC(CC3)C2C(=O)O)sc(C)c1CC (stereo unspecified)	31.1	-22.2	10.1	-3.0	5.1	27.5	19.3	0.0	0.3
35	C#CCn1cccc(C(=O)Nc2ccc(OC)cc2)c1=O	2.9	4.4	10.5	-0.2	-1.2	4.4	19.8	1.7	1.3
36	COc1ccc(S(=O)(=O)c2snnc2C)cc1	8.7	17.9	-13.5	-2.9	-3.6	19.6	-25.1	0.2	1.9
37	COC(=O)N/N=C/c1ccc(-c2ccccc2Cl)o1	36.5	-8.7	-8.3	0.3	0.0	-10.0	29.6	3.4	2.0
38	COc1ccc([N+](=O)[O-])cc1NC(=O)CSc1ccc2ccccc2c1	9.6	9.9	1.9	-2.3	-0.6	39.5	22.8	-2.7	0.7
39	Cc1cc(C)n2nc(CC(=O)NNC(=O)COc3cccc(C)c3C)nc2n1	-4.3	19.0	2.9	-3.7	-3.5	5.8	9.0	-0.3	0.3
40	O=C(Cn1cnc2c(cnn2-c2ccccc2)c1=O)NCCc1ccccc1	-1.4	7.7	-6.9	-3.3	0.2	-13.2	-2.3	-4.9	7.3
41	Cc1cc(C)c(S(=O)(=O)NCCc2ccncc2)c(C)c1	-5.9	-9.2	-10.8	0.0	-3.2	14.5	7.3	-0.2	-1.0
42	COC(=O)CSc1ccc2nnc(-c3ccc(OC)c(OC)c3)n2n1	-4.8	25.1	5.5	1.6	-1.2	-5.4	18.0	-3.4	-1.2
43	COc1ccc(Br)cc1CN(C)C(=O)Cc1ccc(OC)c(S(=O)(=O)N2CCOCC2)c1	41.2	0.3	12.6	-2.6	-2.7	4.1	12.6	-1.9	-3.0
44	Cc1cc(N)n(-c2ccccn2)n1	8.6	22.5	-15.1	-0.2	-1.5	-1.0	25.3	0.9	12.5*
45	O=C(NC(Cc1ccccc1)C(=O)N1CCCC1C(=O)O)c1ccccc1 (stereo unspecified)	-2.0	-11.1	-12.7	-4.1	-2.8	6.9	-4.7	-0.3	0.7
46	O=C(NCC1CCCO1)c1cc(S(=O)(=O)N2CCCCC2)ccc1Cl (stereo unspecified)	31.5	-0.4	7.0	-1.0	-5.0	8.7	22.2	0.3	0.1
47	COc1cccc(N=Cc2c(O)c3ccccc3oc2=O)c1	-0.2	23.8	6.2	108.2*	-1.4	0.0	14.3	100.7*	0.8
48	COc1ccc(OCc2cccc(C(=O)Nn3cc([N+](=O)[O-])cn3)c2)cc1	6.2	78.5*	-2.2	-7.4	0.2	16.4	0.3	-10.7	-6.4
49	CC(OC(=O)CCCN=C1NS(=O)(=O)c2ccccc21)C(=O)Nc1ccc(F)c(F)c1F (stereo unspecified)	-13.9	14.1	8.8	-0.5	-1.0	5.1	21.1	-1.4	1.6
50	CN(NS(C)(=O)=O)c1ncc(C(F)(F)F)cc1Cl	-2.2	11.1	-15.9	0.7	0.2	-3.2	5.6	-0.7	0.5
51	Cc1nc2ccccc2c(=O)n1-c1cccc(NC(=O)c2cccs2)c1	7.2	3.8	5.5	-2.1	12.5	5.0	-18.1	-1.4	-3.2
52	COc1cccc(/C=C(\C#N)C(=O)NC2CCS(=O)(=O)C2)c1 (stereo unspecified)	33.5	-45.7	24.9	-1.5	1.0	28.9	11.5	2.5	13.1*
53	COc1ccc(CNC(=O)c2ccccc2NC(=O)C2=CSCCO2)c(OC)c1	22.1	17.4	7.4	-3.1	-1.9	17.9	9.2	-1.3	-1.4
54	C=CCn1c(CCc2ccccc2)nnc1SCC(=O)OC	5.4	13.4	-17.1	-1.0	1.2	-25.9	11.6	-1.4	-3.0
55	Cc1ccc2[nH]cc(C(=O)CN3CCN(c4ccccn4)CC3)c2c1	10.1	23.2	-10.7	-2.5	-1.7	14.5	30.9	-0.3	-0.2
56	COC(=O)c1cn(N(C)c2ncc(C(F)(F)F)cc2Cl)c(=O)c2ccccc12	19.3	18.9	13.3	0.6	-3.4	20.1	12.1	-3.0	0.1
57	COc1ccc(-c2nn(-c3ccccc3)cc2/C=N/N2C(=O)CSC2=S)cc1	20.7	96.8*	34.1	38.9*	17.9*	26.9	16.9	21.7	-1.2
58	Cc1cccc(NC(=O)COC(=O)c2ccc(S(=O)(=O)N3CCCCCC3)cc2)c1	8.4	-2.8	9.1	-2.4	-1.9	-3.4	10.3	1.5	3.1
59	CCCC(=O)Nc1nc2ccc(C(=O)OCC)cc2s1	22.1	-60.4	9.6	2.9	-0.3	20.8	9.3	5.1	-0.7
